Assay outcomes deposited in PubChem by National Center for Advancing Translational Sciences (NCATS).
12-hLO inh – 12-hLO (ALOX12) enzyme inhibition | AID 1452 | purified 12-hLO, xylenol orange hydroperoxide absorbance | 150,000 compounds, 0.12% hits | Potency, µM (top dose mostly 57.1 µM), for inactives: at the top dose activity change, negative = inhibition, most hits filed as inhibitors; note: potency is the fitted concentration of half-maximal effect; nearly all actives have a fitted effect of over 55% in size; many of its hits are not listed in these tables
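Purified human 12hLO (150 nM final) was preincubated with compounds for 15 min at room temperature in 25 mM Hepes pH 7.0, 0.01% Triton X-100, then reacted with 40 uM arachidonic acid for 30 min. Hydroperoxide was detected with ferrous iron/xylenol orange.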
ALOX15B inhib – blocks human 15-lipoxygenase 2 activity | Potency, µM (titrated, usually from 57.1 µM), for inactives: at the highest dose activity change, negative = inhibition, hits mostly inhibitors | AID 881 | purified 15hLO-2, xylenol orange hydroperoxide absorbance | 110,000 compounds, 0.56% hits; note: potency is the fitted concentration of half-maximal effect; nearly all actives have a fitted effect of over 60% in size; many of its hits are not listed in these tables
Target sequence (O15296 whole entry, looked up): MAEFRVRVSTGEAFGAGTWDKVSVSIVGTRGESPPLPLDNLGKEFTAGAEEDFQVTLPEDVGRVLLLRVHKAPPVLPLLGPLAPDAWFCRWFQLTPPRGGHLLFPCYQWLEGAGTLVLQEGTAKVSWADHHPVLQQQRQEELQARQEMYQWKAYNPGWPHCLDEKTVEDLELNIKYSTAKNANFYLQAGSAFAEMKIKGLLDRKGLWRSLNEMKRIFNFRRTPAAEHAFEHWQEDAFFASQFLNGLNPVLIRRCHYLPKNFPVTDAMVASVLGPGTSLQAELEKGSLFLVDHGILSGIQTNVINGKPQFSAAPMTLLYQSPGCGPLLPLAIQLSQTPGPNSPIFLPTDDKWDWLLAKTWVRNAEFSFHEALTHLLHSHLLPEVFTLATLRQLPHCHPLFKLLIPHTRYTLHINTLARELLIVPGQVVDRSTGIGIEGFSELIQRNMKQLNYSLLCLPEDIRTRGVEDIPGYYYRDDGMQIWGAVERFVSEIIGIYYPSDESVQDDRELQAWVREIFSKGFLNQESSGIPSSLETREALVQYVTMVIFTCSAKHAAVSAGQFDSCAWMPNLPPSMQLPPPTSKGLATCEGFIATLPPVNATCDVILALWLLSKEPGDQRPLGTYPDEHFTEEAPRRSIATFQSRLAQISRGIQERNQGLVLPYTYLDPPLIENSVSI
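Read-out: hydroperoxide product oxidises ferrous iron, measured as xylenol orange complex via the 573-to-405 nm absorbance ratio after 30 min. Reaction: 50 nM enzyme, 15 min compound preincubation, 45 uM arachidonic acid, 90 min RT, Hepes pH 7.5 with Triton X-100.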
IMPase cell inh – membrane-permeable compound that blocks inositol monophosphatase | AID 901 | inhibition (IP1 accumulation), % at 46.1 µM | 120,000 tested, under 10 active | P97697 | CHO-M1 cells, IP1 accumulation, HTRF TR-FRET ratio; active = well fitted curve in the direction sought with a large enough effect in the signal ratio, not every such curve was filed as active; inconclusive = small, poorly fitted or top-dose-only effect, or a change in a side signal; inactive = no such curve, though single readings can be large or run the other way; the % refers to the signal ratio;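 note: cells stimulated with carbachol in lithium chloride buffer; plate controls were DMSO basal wells for no effect and reference inhibitor wells for full effect; higher means more IMPase inhibition seen as more IP1 and lower FRET ratio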
Target sequence (P97697 whole entry, looked up): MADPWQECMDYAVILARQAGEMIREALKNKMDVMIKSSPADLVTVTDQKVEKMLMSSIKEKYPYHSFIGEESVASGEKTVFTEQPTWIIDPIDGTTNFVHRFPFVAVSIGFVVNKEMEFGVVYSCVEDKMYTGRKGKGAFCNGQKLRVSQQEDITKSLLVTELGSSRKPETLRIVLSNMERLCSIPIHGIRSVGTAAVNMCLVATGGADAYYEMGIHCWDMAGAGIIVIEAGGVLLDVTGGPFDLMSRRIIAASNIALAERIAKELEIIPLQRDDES
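Measured: the HTRF emission ratio (665/620 nm) plus the 620 nm donor channel, each fitted to the Hill equation to give AC50. Cells were CHO-M1 given compounds up to 46 uM and a 30 min carbachol stimulation at 37C.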
PNC inhibitor – perinucleolar compartment assembly inhibition; AID 2417; 140,000 compounds, 3.1% hits; PC3M PTB-GFP, PNC prevalence imaging, 16 h; active compounds read low; activity change (PNC), negative = inhibition, % at 10 µM;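 active = readout at or below -70, meaning at least 70% loss of cells showing the perinucleolar compartment, a nuclear body marking cancer cells; inconclusive = readout between -30 and a set limit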;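 note: plate controls were DMSO wells for no effect and camptothecin positive control wells for full effect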
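Read-out is percentage of cells bearing a perinucleolar compartment, from automated 20x imaging of fixed, Hoechst-stained PC3M PTB-GFP cells. Cells were seeded 4 h, then exposed 16 h to compound (23 nl of library stock) in duplicate plates.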
* hit, by the source's call; ? = inconclusive; · = not tested or not shown; [ ] = dose if it differs, or a comment. Unless noted, calls come from the whole dose curve; as a rule, active = well fitted curve in the direction sought with a large enough effect; inconclusive = small, poorly fitted or top-dose-only effect, or another doubt; inactive = no such curve, though single readings can be large; an effect the other way counts as inactive or inconclusive. Unless noted, % is set by controls: 0 for no effect and ±100 for the full control effect.

SMILES | 12-hLO inh | ALOX15B inhib | IMPase cell inh | PNC inhibitor
Cc1nnc(NCCN2CCOCC2)[nH]c1=O | 3% | -2% | 2 | 42
COc1ccc(/C=C(/C#N)C(=O)Nc2cccc(C)c2C)cc1C(=O)O | 5% | 1% | -4 | 13
COc1ccc(-c2[nH]ncc2/C=N\NC(=O)c2ccc(C(C)(C)C)cc2)cc1OC | -4% | · | · | 16
Cc1cc2n(n1)C(c1ccsc1)Nc1ccccc1-2 (stereo not given) | -3% | 3% | -5 | 0
c1cncc(CNc2ncn[nH]2)c1 | -1%[11.4 µM] | -7%[11.4 µM] | · | ·
O=C(CN1CCN(S(=O)(=O)c2ccc(Br)cc2)CC1)N/N=C/c1ccco1 | -5% | · | · | 33
CCCCOc1ccc(/C=c2\sc3ncnn3c2=O)cc1 | -2% | -11% | 9 | 15
COc1cc(Cl)c(S(=O)(=O)NCCCN2CCOCC2)cc1Cl | 0% | -4% | 2 | -21
O=C(Oc1ccc(-c2cnc3ccccc3n2)cc1)c1ccc(Cl)c([N+](=O)[O-])c1 | 12% | -16% | -1 | 3
CCOC(=O)c1c(C)[nH]c(C(=O)OCC(=O)N2c3ccccc3CC2C)c1C (stereo not given) | -1% | 3% | 8 | ?
CCCCC(=O)Nc1nc(C)c(-c2csc(Nc3ccccc3OC)n2)s1 | -14% | 24% | 8 | ?
COc1ccc(CCNS(=O)(=O)c2ccc(OC)cc2)cc1 | -1% | 10% | 2 | -12
O=C(O)C1C2C=CC(C2)C1C(=O)NC(c1ccccc1)c1ccccc1 (stereo not given) | 7% | -1% | 0 | ?
Cc1ccc(NC(=O)Nc2ccc3c(c2)N(C)C(=O)CS3)cc1C | 2% | 1% | 7 | -3
CS(=O)(=O)N1CCCC(C(=O)NCc2ccc(F)cc2Cl)C1 (stereo not given) | -4% | 1% | 2 | ?
C[C@@H]1CC=C[C@@H]2[C@H]1C(=O)N(Cc1ccccc1)[C@H]2c1cccc(C#Cc2ccccc2)c1 | -1%[0.00818 µM] | 2%[0.0915 µM] | · | ·
COCCCNCCOCCSc1ccc(Cl)cc1 | -1% | · | · | -28
CCOC(=O)c1sc(NC(=S)NC(=O)c2ccco2)nc1C | -2% | · | -5 | 18
O=C(CSc1nnc(-c2ccco2)n1Cc1ccccc1)c1ccccc1 | -10% | -6% | 12 | -22
COC(=O)c1ccc(NC(=O)CSc2nnc(CNc3ccc(F)cc3)n2C)cc1 | -7% | -3% | ? | 19
COc1nc(Oc2ccc(C(=O)O)cc2)nc(Oc2ccc(C(=O)O)cc2)n1 | 3% | -3% | 3 | -12
O=C(c1cc(Cl)ccc1[N+](=O)[O-])N1CCc2ccccc2C1 | -2% | · | · | ?
Cc1ccc(OCC(=O)N/N=C/c2ccc([N+](=O)[O-])o2)cc1 | -7% | -7% | 8 | ?
CCOC(=O)CNC(=O)CSc1nnc(-c2ccco2)n1N | 7% | 4% | -13 | 26
CCOC(=O)c1ccc(S(=O)(=O)N2CCN(CCC#N)CC2)cc1 | 3% | -2% | -2 | 7

Next section.
SMILES | 12-hLO inh | ALOX15B inhib | IMPase cell inh | PNC inhibitor
Cc1cccc(NC(=O)N(C)Cc2cccs2)c1 | 1% | 1% | -1 | 48
CCCC(C)NC(=O)COc1ccc(Sc2ccc(OCC(=O)NC(C)CCC)cc2)cc1 (stereo not given) | 0% | · | 12 | -2
Cc1ccc2oc(C(=O)NCc3ccc4c(c3)OCO4)c(C)c2c1 | -15% | 14% | 18 | -3
CCOc1ccc(C(C)C)cc1S(=O)(=O)Nc1ccc(Cl)cn1 | 1% | -5% | 9 | -19
CN(C)c1ccc(N=Nc2cccc3ccoc23)cc1 | 5%[11.4 µM] | -1%[11.4 µM] | · | ·
COCc1c(C#N)c(NCCc2ccc(F)cc2)nc(C)c1[N+](=O)[O-] | 7% | · | · | ?
CCN(CC)C(=O)C1CCN(S(=O)(=O)c2ccc3oc4ccccc4c3c2)CC1 | -2% | · | 11 | -11
COCc1cc(=O)[nH]c(Nc2nc3ccccc3o2)n1 | -4% | 26% | -2 | -17
COc1ccc(NC(=O)/C(C#N)=C/c2c(C)nn(-c3ccc(F)cc3)c2Cl)cc1Cl | -4% | · | · | -83*
CCC(=O)N1CCN(c2nc3ccccc3s2)CC1 | -1% | 0% | 3 | -15
COc1ccc(-n2c(Cc3cccn3C)nnc2SCC(=O)Nc2ccc(Cl)cc2)cc1 | -15% | -6% | 0 | ?
COc1ccc(Nc2oc(-c3ccco3)nc2S(=O)(=O)c2ccc(F)cc2)cc1 | -7% | · | -5 | -19
COc1ccc(S(=O)(=O)N(C)CC(=O)Nc2ccccc2OC)cc1C | -2% | 1% | 5 | ?
c1ccc(CSc2snnc2-c2ccccc2)cc1 | -1% | 2% | 2 | 10
O=C(C1CC2CCC1C2)N1CCN(Cc2ccc3c(c2)OCO3)CC1 (stereo not given) | -3% | 5% | 1 | 9
COCC(=O)Nc1ccccc1NC(C)=O | -4% | 2% | 2 | ?
O=C1CC(C(=O)Nc2ccccc2)N=C(N2CCCCC2)N1 (stereo not given) | 3% | 22% | 4 | 20
C(=N\n1cnnc1)/c1ccc(N2CCOCC2)cc1 | -2% | 3% | 4 | ?
Cn1c(CSCc2ccccc2)nnc1SCC(=O)Nc1nccs1 | 3% | · | 10 | 49
COc1ccc(CN2CCSCC2)cc1C | -2% | -9% | 0 | -19
COc1cccc(Oc2ccc(N)cc2)c1 | 4% | -2% | 5 | ?
Cc1nn(C(=O)C(C)N2C(=O)c3ccccc3C2=O)c(C)c1Br (stereo not given) | -6% | 8% | 8 | 30
O=C(NCc1cccc(Cl)c1)c1ccc(S(=O)(=O)Nc2cccc(C(F)(F)F)c2)cc1 | -5% | · | · | -2
CSCCC(NC(=O)COc1ccccc1)C(=O)OCC(=O)c1cc2ccccc2o1 (stereo not given) | -7% | 0% | -5 | -4
Cn1c(C(=O)NCCCN2CCN(c3ccccc3F)CC2)cc2c(=O)n(C)c3ccccc3c21 | 0% | 57%[activator] | 11 | 1

Exported with values under each structure: part of the list above.
Values run as follows: 12-hLO inh	ALOX15B inhib	IMPase cell inh	PNC inhibitor
- Cc1cccc(NC(=O)N(C)Cc2cccs2)c1
 : 1%	1%	-1	48
- CCCC(C)NC(=O)COc1ccc(Sc2ccc(OCC(=O)NC(C)CCC)cc2)cc1 (stereo not given)
 : 0%	·	12	-2

Shown with two lines to a compound: part of the list above
Values run as follows: 12-hLO inh, ALOX15B inhib, IMPase cell inh, PNC inhibitor
> Cc1ccc2oc(C(=O)NCc3ccc4c(c3)OCO4)c(C)c2c1
  -15%, 14%, 18, -3
> CCOc1ccc(C(C)C)cc1S(=O)(=O)Nc1ccc(Cl)cn1
  1%, -5%, 9, -19
> CN(C)c1ccc(N=Nc2cccc3ccoc23)cc1
  5%[11.4 µM], -1%[11.4 µM], ·, ·
> COCc1c(C#N)c(NCCc2ccc(F)cc2)nc(C)c1[N+](=O)[O-]
  7%, ·, ·, ?
> CCN(CC)C(=O)C1CCN(S(=O)(=O)c2ccc3oc4ccccc4c3c2)CC1
  -2%, ·, 11, -11
> COCc1cc(=O)[nH]c(Nc2nc3ccccc3o2)n1
  -4%, 26%, -2, -17
> COc1ccc(NC(=O)/C(C#N)=C/c2c(C)nn(-c3ccc(F)cc3)c2Cl)cc1Cl
  -4%, ·, ·, -83*
> CCC(=O)N1CCN(c2nc3ccccc3s2)CC1
  -1%, 0%, 3, -15
> COc1ccc(-n2c(Cc3cccn3C)nnc2SCC(=O)Nc2ccc(Cl)cc2)cc1
  -15%, -6%, 0, ?
> COc1ccc(Nc2oc(-c3ccco3)nc2S(=O)(=O)c2ccc(F)cc2)cc1
  -7%, ·, -5, -19
> COc1ccc(S(=O)(=O)N(C)CC(=O)Nc2ccccc2OC)cc1C
  -2%, 1%, 5, ?
> c1ccc(CSc2snnc2-c2ccccc2)cc1
  -1%, 2%, 2, 10
> O=C(C1CC2CCC1C2)N1CCN(Cc2ccc3c(c2)OCO3)CC1 (stereo not given)
  -3%, 5%, 1, 9
> COCC(=O)Nc1ccccc1NC(C)=O
  -4%, 2%, 2, ?
> O=C1CC(C(=O)Nc2ccccc2)N=C(N2CCCCC2)N1 (stereo not given)
  3%, 22%, 4, 20
> C(=N\n1cnnc1)/c1ccc(N2CCOCC2)cc1
  -2%, 3%, 4, ?
> Cn1c(CSCc2ccccc2)nnc1SCC(=O)Nc1nccs1
  3%, ·, 10, 49
> COc1ccc(CN2CCSCC2)cc1C
  -2%, -9%, 0, -19

Other structures.
SMILES | 12-hLO inh | ALOX15B inhib | IMPase cell inh | PNC inhibitor
Cc1ccc(CNC(=O)C2CCCN(S(=O)(=O)c3c(C)[nH]c(=O)[nH]c3=O)C2)cc1 (stereo not given) | 5% | · | · | 32
O=C(CCCN1C(=O)CCC1=O)Nc1ccc(Br)cc1F | -1% | -5% | -3 | -8
CCC(CC)C(=O)Nc1cccc(C(=O)Nc2ccc3c(c2)OCO3)c1 | -3% | -5% | 8 | -27
Cc1ccc2nc(-c3cccnc3)c(NC3CCCCC3)n2c1 | -3% | · | · | 45
CCOC(=O)CSc1nccc(N(C)C)c1C#N | 11% | -9% | -11 | -5
O=C(Nc1cccc(Cl)c1)Nc1ccc(Cl)cn1 | -1% | 4% | -1 | 15
COC(=O)c1cc(Br)c(=O)n(CCC2=CCCCC2)c1 | -4% | -8% | 0 | ?
CCn1cnc2sc(-c3ccccc3)cc2c1=O | -1% | 3% | 13 | 12
COc1ccc(CC(=O)N2CCCc3ccccc32)cc1OC | -3% | -1% | 7 | -21
CC(=O)Nc1cc(C(F)(F)F)ccc1N1CCOCC1 | -7% | -5% | 17 | -18
O=C(O)/C=C(/C(=O)O)[C@]12CCN3CC4=CCO[C@@H]5CC(=O)N[C@@H]1[C@H]5[C@H]4C[C@H]32 | -1%[11.4 µM] | -3%[11.4 µM] | · | ·
COc1ccccc1N1CCN(CC(O)c2ccc3cc[nH]c3c2)CC1 (stereo not given) | -20% | 3% | -4 | 12
Cc1cc(F)ccc1S(=O)(=O)N1CCCOC1CNC(=O)C(=O)NCc1ccco1 (stereo not given) | -1% | · | · | ?
COc1cc2c(cc1OC)-c1nc3ccccc3c(=O)n1C(C)(C)C2 | -2% | 11% | 0 | 39
O=C(CSc1nc(-c2ccccc2)c(-c2ccccc2)[nH]1)Nc1ccc2c(c1)OCO2 | 7% | · | 2 | 216
COc1ccc2c(c1)-c1ccccc1S(=O)(=O)N2C(C)=O | 3% | -4% | 6 | -114*
Cc1ccc(NC(=O)CCNS(=O)(=O)c2cc(Br)cnc2N)c(Cl)c1 | -3% | · | · | 49
CCC(=O)Nc1ccc(NC(=O)CSc2nnnn2-c2cccnc2)cc1C | 2% | 1% | 9 | 37
O=C(O)C1(O)C[C@H](O)C(O)[C@@H](O)C1 (stereo not given in full) | -2% | -5% | -1 | ·
COc1ccc(C(=O)Nc2cc(OC)cc(OC)c2)cc1 | -3% | -12% | -4 | 59
Cc1cc(C)c2nc(NC(=O)c3ccc(OCC4CCCO4)cc3)sc2c1 (stereo not given) | 5% | · | · | -28
Cc1ccc(C)c(NC(=O)CN(C)C(=O)[C@@H](NC(=O)c2ccc(C(C)(C)C)cc2)C(C)C)c1 | -3% | · | -3 | -98*

An excerpt; count on the stated rates, not on these rows.
